# RAD52 anneal inh: RAD52 DNA annealing inhibitors, primary screen, biochemical, FRET, single point, set 2 | DNA repair protein RAD52 homolog (Homo sapiens), P43351 | recombinant RAD52 DNA annealing, FRET fluorescence | inhibition, % at 18.7 µM | hit rate 0.46% among 360,000 | AID 651710, 2012;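 active = every replicate showing at least 50% inhibition; inconclusive = mean inhibition at least 50% but not in every replicate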
# Target sequence (P43351 whole entry, looked up): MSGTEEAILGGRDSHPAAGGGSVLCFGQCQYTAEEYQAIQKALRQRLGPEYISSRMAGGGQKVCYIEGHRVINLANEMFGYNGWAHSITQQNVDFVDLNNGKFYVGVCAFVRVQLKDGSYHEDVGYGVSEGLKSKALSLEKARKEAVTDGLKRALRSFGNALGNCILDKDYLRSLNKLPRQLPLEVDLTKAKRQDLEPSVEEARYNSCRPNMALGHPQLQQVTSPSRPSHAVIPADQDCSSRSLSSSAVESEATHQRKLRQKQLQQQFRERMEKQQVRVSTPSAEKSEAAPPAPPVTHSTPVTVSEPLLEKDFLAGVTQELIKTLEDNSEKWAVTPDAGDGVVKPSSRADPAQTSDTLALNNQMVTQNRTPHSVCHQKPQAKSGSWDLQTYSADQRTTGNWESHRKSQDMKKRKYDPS
# RAD54 inh: inhibitors of human RAD54 branch migration, primary screen, biochemical, fluorescence, single point; RAD54 Holliday junction branch migration, FAM/BHQ fluorescence; AID 602329, 2012; inhibition, % at 10.4 µM; DNA repair and recombination protein RAD54-like (Homo sapiens), Q92698; hit rate 0.14% among 360,000;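 active = mean normalized replicate activity at least 40 and at least half of replicates scoring 40 or more; inconclusive = only one of the two criteria met; inactive = mean below 40 and under half of replicates reaching 40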;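 also: 0% = median of neutral control wells and 100% = median of positive control wells; inhibitors cause a drop in the FAM fluorescence signal; in these data hits start at about 50%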
# E-selectin induc: E-selectin induction in HUVECs, primary screen, imaging, HUVEC, immunofluorescence imaging, single point; P16581; normalized: neutral wells 0, TNF-alpha wells 100; activation, % at 7.58 µM; hit rate 0.37% among 260,000; AID 686992, 2013;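 active = mean E-selectin-positive cell signal at least 10% of the positive control, reached in at least 60% of replicates, without over 20% cell loss; inconclusive = no rule given, readout overlaps actives, possibly toxicity-flagged; inactive = the rest, including those meeting only one limit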;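 also: in these data hits start at about 27%; measured in HUVEC primary endothelial cells; signal is the percent of cells scored E-selectin positive by PE staining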
#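 Assay system: HUVEC primary endothelial cells. Input: 3,000 HUVEC seeded per well. Doses: one compound dose added by pin transfer. Read-out basis: % PE-positive cells. Benchmarks: TNF-alpha high, DMSO low. Detection: immunofluorescence imaging. Buffer or medium: EGM-2, gelatin.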
# ERp5 block: inhibitors of ERp5-driven insulin aggregation, primary screen, biochemical, turbidity, absorbance 650 nm, single point; Protein disulfide-isomerase A6 (Homo sapiens), Q15084; 90 min; inhibition, % at 9.99 µM; hit rate 0.05% among 350,000; AID 651711, 2012;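 active = mean replicate inhibition above about 25%, with every replicate also reaching it, limit read from the data, passing the limit was not always enough; inconclusive = only one of those two criteria met; inactive = neither criterion met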
# Target sequence (Q15084 whole entry, looked up): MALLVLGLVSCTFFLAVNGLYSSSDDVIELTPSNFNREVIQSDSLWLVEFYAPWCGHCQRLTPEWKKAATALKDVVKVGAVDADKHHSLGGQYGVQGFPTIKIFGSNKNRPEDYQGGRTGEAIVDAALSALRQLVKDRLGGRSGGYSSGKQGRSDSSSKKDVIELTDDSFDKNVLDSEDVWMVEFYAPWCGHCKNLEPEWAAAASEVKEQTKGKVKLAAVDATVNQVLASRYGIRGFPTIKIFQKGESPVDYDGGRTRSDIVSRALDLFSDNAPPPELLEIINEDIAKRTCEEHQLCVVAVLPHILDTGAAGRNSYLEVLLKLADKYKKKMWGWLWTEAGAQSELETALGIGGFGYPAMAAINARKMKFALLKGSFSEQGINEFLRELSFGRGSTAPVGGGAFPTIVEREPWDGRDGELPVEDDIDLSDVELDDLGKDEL
# Xi reactivation: activators of inactive X chromosome reactivation, primary screen, imaging, XiGFP fibroblasts, GFP high-content imaging, set 2; XiGFP mouse fibroblasts, % GFP-positive cells imaging, 3 d; cells co-treated with 5-aza-dC sensitizer; scaled so ellipticine positive control = 100%; activation, % at 7.58 µM; hit rate 0.055% among 360,000;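 active = mean normalized replicate activation at least 10% and every replicate at or above 10%; inconclusive = only one of the two criteria met; inactive = mean below 10% and not all replicates reach 10%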;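 also: 0% = median of on-plate neutral control wells and 100% = ellipticine 6 µM median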
#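 material = 68-5-11 XiGFP fibroblast line | medium = DMEM plus 5-aza-dC sensitizer | schedule = 3 days compound exposure | benchmarks = positive control ellipticine, 6 µM final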
# esBAF inh: Bmi1 luciferase reporter increase in mESCs, primary screen, esBAF inhibitor project, mouse ES cells, Bmi1 luciferase knock-in, single point. 24 h; 100% = twice the neutral-well signal. reporter increase, % at 12.5 µM. AID 602393, 2012. hit rate 2% among 350,000; in the data active = activation above about 40%; inconclusive = no clear call, values can overlap the other calls;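 also: 0% = median of the plate's neutral control wells and 100% = double that signal; a rise in the Bmi1 reporter signal indicates esBAF inhibition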
# ERAP1 HTS inh: human ERAP1 aminopeptidase inhibitors, primary screen, biochemical, single point, plate reader; Endoplasmic reticulum aminopeptidase 1 (Homo sapiens), Q9NZ08; recombinant ERAP1, Leu-AMC fluorescence, 60 min; inhibition, % at 10.7 µM; hit rate 0.15% among 340,000;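 active = mean replicate inhibition of at least 30%, or all replicates individually reaching that 30% level; inactive = mean below 30% and not every replicate reaching it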;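 also: 0% = neutral control wells and 100% = L-leucinethiol positive control wells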
# S100A4 MyoIIA: inhibitors of S100A4-myosin IIA peptide binding, primary screen, biochemical, fluorescence polarization, TAMRA-MyoIIA peptide | AID 652163, 2013 | Protein S100-A4 (Homo sapiens), P26447 | hit rate 0.14% among 360,000 | inhibition, % at 10.7 µM;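 active = mean inhibition of at least 70% across replicates, with every replicate also reaching that level; inconclusive = mean inhibition reaches 70% but some replicates fall short; inactive = mean inhibition below 70%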
# Target sequence (P26447 whole entry, looked up): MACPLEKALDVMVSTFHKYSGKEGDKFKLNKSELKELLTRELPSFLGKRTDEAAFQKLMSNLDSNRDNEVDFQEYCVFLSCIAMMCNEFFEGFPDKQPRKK
#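 Test system: S100A4 monomer protein. Medium: HEPES buffer with Ca2+, pH 7.2. Reagent: fluorescent myosin IIA peptide, 5 nM. Compound dosing: single-point compound testing. Timing: 5 min between mix addition and reading. Benchmarks: DMSO neutral and TFP positive wells.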
# Starred values were filed as active, the others as inactive; ? = inconclusive; nt = not tested or not shown. Compounds were not picked by outcome; about 2.5% have a hit in one of these screens.
SMILES,RAD52 anneal inh,RAD54 inh,E-selectin induc,ERp5 block,Xi reactivation,esBAF inh,ERAP1 HTS inh,S100A4 MyoIIA
CC1(C(=O)Nc2ccccc2Br)CCN1C(=O)CC1CC1 (configuration not stated),-8,-21,0.1,4,0.0,-5,-1,5
O=C(CSc1nc2ccccc2c(=O)n1CCCN1CCOCC1)Nc1ccccc1OC(F)F,-8,-1,-0.1,-3,0.0,4,0,-4
C[C@@H]1CN([C@H](C)CO)C(=O)c2cccc(NS(=O)(=O)c3cn(C)cn3)c2O[C@@H]1CN(C)Cc1ccc(C(=O)O)cc1,12,4,0.7,-3,0.5,-1,3,-7
CN1CCCC(OC(=O)c2ccc(Cl)cc2)C1 (configuration not stated),-10,-1,-0.1,1,-0.1,nt,6,-2
COc1ccc([C@H]2CC(=O)C=C(c3cccc(CO)c3)C2)cc1OC,-14,-7,-0.1,0,-0.1,2,-3,1
Cc1cccnc1NC(=O)c1cccc(NC(=O)CC2SC(N3CCCCC3)=NC2=O)c1 (configuration not stated),-6,5,nt,3,0.0,6,0,-1
C[C@@H]1CN([C@H](C)CO)C(=O)c2cc(C#CCN(C)C)cnc2O[C@H]1CN(C)S(=O)(=O)c1ccccc1,-2,10,-0.2,0,-1.3,0,-4,0
C[C@H]1CN([C@@H](C)CO)C(=O)c2cccc(NC(=O)c3ccncc3)c2O[C@H]1CN(C)S(=O)(=O)c1cn(C)cn1,-14,5,-1.6,4,0.0,0,3,-10
CC(C)(C)NC(=O)N1CCCN(c2ccc(C(F)(F)F)cn2)CC1,-13,nt,1.5,3,0.0,2,3,-6
Cc1c(C(=O)Nc2ccc(F)cc2)oc2ccc(S(=O)(=O)N3CCCC3)cc12,-3,2,24,-11,0.1,-8,4,-7
Cc1cc(C)c(C#N)c(OCC2CCCO2)n1 (configuration not stated),9,nt,-0.2,0,0.0,nt,-1,-4
COc1ccccc1NC(=O)c1ccc(CS(=O)(=O)c2ccc(C)cc2)cc1,1,nt,nt,7,0.0,nt,8,-3
CC1(C(=O)NCc2cccc(C(F)(F)F)c2)CCN1CCc1ccccc1 (configuration not stated),-2,-4,-0.2,3,0.0,-1,-2,-5
CCNC(=O)C1(C)CCCN1Cc1cccc(C(F)(F)F)c1 (configuration not stated),-9,-9,0.1,1,0.1,2,-1,-2
CN1CCCN(C(=O)c2ccc(Cl)cc2)CC1,-7,11,nt,1,0.2,0,1,-2
CSc1ccc(Cn2c(C)c(C(=O)NCc3ccc(Cl)c(Cl)c3)sc2=O)cc1,-32,9,nt,2,0.0,7,nt,36
N#CCCn1cc(CNCc2ccccc2)c(-c2cccc([N+](=O)[O-])c2)n1,-19,nt,nt,-1,0.0,-3,0,-2
Cc1ccc(C(=O)Nc2c(C)cc(C)c3cccnc23)cc1,-5,4,nt,-1,0.1,-4,-2,-3
CCCNC(=O)N1CC2(CCN(C)CC2)c2c([nH]c3cc(OC)ccc23)[C@@H]1CO,-7,nt,-0.2,-5,0.0,nt,2,-7
COc1ccc(Cl)cc1N(CC(=O)N1CCCCC1)S(C)(=O)=O,-14,nt,nt,3,0.2,nt,5,-2
CSCC[C@H](NS(=O)(=O)c1ccc(C)cc1)C(=O)N1CCC(C(=O)N[C@@H](C)C(=O)O)CC1,-11,-1,nt,-4,nt,-3,nt,-1
CC(=O)c1ccc(N(C(=O)c2csnn2)C(C(=O)NC2CCCC2)c2ccccc2)cc1 (configuration not stated),4,2,-0.2,4,0.0,6,2,10
COCC(=O)N1C[C@H](C)[C@H](OC)CN(C)C(=O)c2ccc(NC(=O)c3ccc(OC)cc3)cc2OC[C@H]1C,2,-1,0.2,1,0.1,-6,nt,-8
Cc1ccc(NCc2nnc(SCC(N)=O)o2)c(C)c1,-20,nt,nt,-4,0.4,nt,6,1
CC(=O)NN1C(=O)/C(=C2/Sc3ccc(Cl)cc3N2C)SC1=S,-57,-5,nt,2,0.0,17,-2,11
C[n+]1ccc(C(=O)N/N=C/c2ccco2)cc1,-9,-5,139*,3,0.5,nt,26,4
CC(C)CC(=O)NNC(=S)Nc1ccc(S(N)(=O)=O)cc1,3,5,nt,-5,0.0,4,7,-3
COc1ccc(N2CCN(C(=O)c3cc(-c4cccs4)nc4ccccc34)CC2)cc1,-15,nt,nt,3,0.0,nt,-1,-4
O=c1c2ccccc2nc2n1CCc1ccc(Br)cc1-2,-3,7,0.4,0,0.2,8,0,-21
CC(Cc1cccs1)NC(=O)c1cccc(Cl)c1 (configuration not stated),-10,-5,1.4,9,0.1,60*,2,0
C[C@H]1CN([C@@H](C)CO)C(=O)c2cccc(NS(=O)(=O)c3ccccc3)c2O[C@@H]1CN(C)Cc1ccc(Cl)c(Cl)c1,-12,4,nt,1,0.3,2,3,4
O=C(CC1C(=O)NCCN1Cc1ccc(F)cc1)NC1CCCCCCC1 (configuration not stated),-48,11,nt,5,0.0,1,0,3
CCc1cc2c(SCC(=O)N(C)C3CCS(=O)(=O)C3)ncnc2s1 (configuration not stated),-12,-13,-0.1,5,-0.3,-3,1,-3
COc1ccccc1NC(=O)Nc1ccc2c(c1)C(=O)N(C)C[C@H](OC)[C@H](C)CN(C)[C@@H](C)CO2,8,12,-0.2,1,-0.1,4,nt,25
C[C@@H]1CCCCO[C@@H](CN(C)C(=O)Nc2cccc3ccccc23)[C@@H](C)CN([C@H](C)CO)C(=O)c2cc(NS(=O)(=O)c3ccc(Cl)cc3)ccc2O1,-10,1,nt,1,0.1,-3,2,10
O=C(C1CC1)N1CC(=O)N2[C@H](CO)[C@H](c3ccc(C#CC4CCCC4)cc3)[C@@H]2C1,4,nt,0.1,-2,0.1,nt,-2,-1
C[C@@H]1CN([C@H](C)CO)C(=O)c2cc(/C=C/c3ccccc3)cnc2O[C@H]1CN(C)C(=O)CN(C)C,-4,9,-0.1,-3,-1.1,1,-2,-3
CCN(CC)c1ccc(NC(=O)COc2ccccc2C#N)cc1S(=O)(=O)Nc1ccccc1OC,-21,-4,-0.6,2,0.1,nt,10,0
O=C(NC(=S)Nc1ncccn1)c1ccccc1Cl,-22,nt,nt,4,-0.1,nt,2,5
COCc1cc(S(=O)c2ccc(Cl)cc2)nc(C)n1 (configuration not stated),-5,nt,nt,3,0.0,nt,-1,-1
C=CCNC(=O)COc1ccc(S(=O)(=O)N2CCCC2)cc1,-11,nt,nt,1,-0.1,nt,4,-1
COc1cc(OC)cc(C(=O)NCC(=O)N2CC=C(c3ccccc3)CC2)c1,-16,nt,nt,0,0.0,nt,0,-2
CCOC(=O)C1(Cc2cccc(Cl)c2)CCCN(C(=O)C2CC2)C1 (configuration not stated),-1,-3,nt,2,0.0,2,12,-4
COc1ccccc1/C=C/CN1CCCC(CCC(=O)NCc2ccc(F)c(F)c2)C1 (configuration not stated),-42,nt,nt,-10,0.0,nt,4,-9
COc1ccc(OCCCC(=O)Nc2cccc(SC)c2)cc1,2,nt,nt,0,0.2,nt,0,-2
CC(=O)Nc1ccc(S(=O)(=O)O)c(OC(C)=O)c1,-20,-19,-0.2,3,0.0,-11,2,-1
CN(C)CCCN(C(=O)c1cc2cc([N+](=O)[O-])ccc2s1)c1nc2cc3c(cc2s1)OCCO3,51*,-3,2.5,-1,0.0,-58,2,0
Cc1cccc(NS(=O)(=O)c2ccc3oc(=O)ccc3c2)c1C,-10,-7,-0.4,5,0.0,6,1,0
COc1cccc(-c2csc(N3CCN(C(=O)Nc4ccc(Cl)cc4)CC3)n2)c1,-55,nt,-2.8,-2,0.0,nt,nt,2
Cn1c(SCC(=O)NCC2CCCO2)ncc(C(=O)Nc2ccc(Cl)cc2)c1=O (configuration not stated),-6,8,0.2,-13,0.0,29,-1,1
Cc1ccccc1-n1nc(C)c2c(C(=O)NN)cc(-c3ccncc3)nc21,-17,3,3.9,-9,0.3,nt,3,-2
CCOC(=O)N1CCN(Cc2ccccc2F)CC1,-3,nt,nt,1,nt,-5,-1,-2
CCOC(=O)C1(CC2CCCCO2)CCN(C(=O)Nc2ccc(C(=O)OC)cc2)CC1 (configuration not stated),-14,1,1.0,-1,0.0,-1,1,-14
O=C1c2ccc(Oc3cccc([N+](=O)[O-])c3)cc2C(=O)N1c1ccccn1,-8,nt,nt,-1,0.0,nt,5,0
CN(C)C(=O)c1cc(C(=O)c2ccc(F)cc2C(F)(F)F)c[nH]1,-4,3,-0.1,2,0.3,4,-1,4
CC(=O)Nc1cccc(C(=O)NNC(=O)c2ccc(NS(=O)(=O)c3cccs3)cc2)c1,-9,9,-0.2,1,0.0,3,3,2
COc1ccc(C(C(=O)NC(C)(C)C)N(C(=O)Cn2nnc3ccccc32)c2cccc(C(C)=O)c2)cc1O (configuration not stated),6,nt,-1.7,1,0.2,nt,-3,4
COc1ccc(CN(C)C[C@H]2Oc3ccc(NC(=O)Cc4ccccc4)cc3C(=O)N([C@H](C)CO)C[C@H]2C)cc1,6,-2,4.3,1,-1.3,-4,-3,5
CCOC(=O)c1cc(C#N)c(C)nc1N(CC)CC,-17,-17,0.7,-4,0.5,-9,1,?
O=S(=O)(c1ccccc1F)N1CCCCN2[C@H](C1)[C@@H](c1ccc(-c3ccccc3)cc1)[C@@H]2CO,-2,2,nt,2,nt,nt,0,35

# (further entries)
SMILES,RAD52 anneal inh,RAD54 inh,E-selectin induc,ERp5 block,Xi reactivation,esBAF inh,ERAP1 HTS inh,S100A4 MyoIIA
O=C(Nc1ccc(Br)cc1)C1CCN(C(=O)c2ccco2)CC1,-10,-7,0.1,2,0.3,8,1,3
CCn1cc(CN2CCC(n3nccc3NC(=O)Cc3ccccc3)CC2)c(C)n1,-1,-4,nt,3,0.2,-5,-3,-9
COc1ccc(NC(=O)N2CC[C@@H]3[C@H]2c2cc(C4=CCCCC4)ccc2N(C)[C@H]3CO)cc1,-9,6,-0.1,-4,0.1,4,3,-5
Cc1cc(Cl)cc(C)c1OCCNCc1ccccc1,1,6,0.3,0,0.2,-6,0,2

# Bioassay records deposited in PubChem BioAssay by Broad Institute.
